Bioassay records deposited in PubChem by Broad Institute.
DENV2 CPE rescue – inhibitors of DENV2 cytopathic effect, primary screen, cell-based, plate reader, single concentration | AID 651640, 2012 | DENV2-infected cells, cytopathic effect rescue | actives 1.7% (n = 350,000) | CPE inhibition, % at 9.99 µM; in the data active means CPE inhibition above about 20%, passing the limit was not always enough; inconclusive means no clear call, values can overlap the other calls; tested in BHK-21 cells;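 further: 0% = median of neutral control wells and 100% = median of positive control wells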
E-sel inducer – E-selectin induction in HUVECs, primary screen, imaging, HUVEC, immunofluorescence imaging, single point; P16581; AID 686992, 2013; actives 0.37% (n = 260,000); normalized: neutral wells 0, TNF-alpha wells 100; activation, % at 7.58 µM;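 active means mean E-selectin-positive cell signal at least 10% of the positive control, reached in at least 60% of replicates, without over 20% cell loss; inconclusive means no rule given, readout overlaps actives, possibly toxicity-flagged; inactive means the rest, including those meeting only one limit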;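 further: in these data hits start at about 27%; measured in HUVEC primary endothelial cells; signal is the percent of cells scored E-selectin positive by PE staining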
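Read-out basis: % PE-positive cells; Test system: HUVEC primary endothelial cells; Technique: immunofluorescence imaging; Dosing: single-point compound dose.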
PglD DTNB – C. jejuni PglD acetyltransferase inhibitors, primary screen, biochemical, DTNB colorimetric, single point | purified PglD enzyme, DTNB colorimetric CoA detection | inhibition, % at 12.5 µM | actives 0.098% (n = 360,000) | AID 602405, 2012; in the data active means inhibition above about 16%, passing the limit was not always enough; inconclusive means no clear call, values can overlap the other calls; further: strong numbers were not always called active
ERp5 inh – inhibitors of ERp5-driven insulin aggregation, primary screen, biochemical, turbidity, absorbance 650 nm, single point; 90 min; actives 0.05% (n = 350,000); AID 651711, 2012; inhibition, % at 9.99 µM;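 active means mean replicate inhibition above about 25%, with every replicate also reaching it, limit read from the data, passing the limit was not always enough; inconclusive means only one of those two criteria met; inactive means neither criterion met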
Target sequence (Q15084 whole entry, looked up): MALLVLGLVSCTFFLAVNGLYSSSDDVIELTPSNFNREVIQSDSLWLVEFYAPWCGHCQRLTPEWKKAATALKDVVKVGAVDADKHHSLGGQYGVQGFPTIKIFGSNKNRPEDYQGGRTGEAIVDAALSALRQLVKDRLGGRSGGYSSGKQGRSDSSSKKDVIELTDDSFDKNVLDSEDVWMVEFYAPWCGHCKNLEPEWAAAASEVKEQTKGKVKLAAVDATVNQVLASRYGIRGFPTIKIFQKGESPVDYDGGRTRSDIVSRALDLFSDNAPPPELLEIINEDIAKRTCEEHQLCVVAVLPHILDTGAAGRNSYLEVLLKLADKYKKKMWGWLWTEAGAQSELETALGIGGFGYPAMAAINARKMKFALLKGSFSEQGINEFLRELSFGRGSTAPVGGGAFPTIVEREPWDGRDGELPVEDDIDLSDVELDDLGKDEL
C2C12 statin – suppressors of statin myotoxicity in C2C12 myotubes, primary screen, cell-based, single point, plate reader; C2C12 myotubes + simvastatin, ATP luminescence, 48 h; scaled: DMSO 0, geranylgeraniol control 100; rescue of ATP level, % at 7.49 µM; actives 0.78% (n = 330,000); AID 602340, 2012;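 active means mean ATP rescue above about 67%, or every replicate alone reaching that limit, limit read from the data, passing the limit was not always enough; inconclusive means no clear call, values can overlap the other calls; inactive means mean under the limit and some replicate under it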;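 further: myotubes were challenged with 10 µM simvastatin during compound exposure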
S100A4 inh HTS – inhibitors of S100A4-myosin IIA peptide binding, primary screen, biochemical, fluorescence polarization, TAMRA-MyoIIA peptide. Protein S100-A4 (Homo sapiens), P26447. inhibition, % at 10.7 µM. actives 0.14% (n = 360,000). AID 652163, 2013;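 active means mean inhibition of at least 70% across replicates, with every replicate also reaching that level; inconclusive means mean inhibition reaches 70% but some replicates fall short; inactive means mean inhibition below 70%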
Target sequence (P26447 whole entry, looked up): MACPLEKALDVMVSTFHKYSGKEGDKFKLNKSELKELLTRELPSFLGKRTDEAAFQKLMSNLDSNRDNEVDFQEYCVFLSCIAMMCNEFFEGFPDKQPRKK
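Test system: S100A4 monomer protein; Medium: HEPES pH 7.2 with CaCl2, KCl, NaCl, DTT, Triton; Probe or stimulus: TAMRA-labelled myosin IIA heavy-chain peptide probe, 5 nM; Doses: one dose per compound; Times: polarization read 5 min after assay mix addition, stable 5–60 min; Benchmarks: neutral control DMSO, positive control TFP.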
SIRT5 inh – SIRT5 desuccinylase inhibitors, primary screen, biochemical, fluorescence imaging, single point, set 5 | inhibition, % at 15 µM | actives 1.1% (n = 330,000) | Purified SirT5, succinyl-peptide AMC, trypsin-coupled fluorescence | NAD-dependent protein deacylase sirtuin-5, mitochondrial (Homo sapiens), Q9NXA8; in the data active means inhibition above about 15%; inconclusive means no clear call, values can overlap the other calls
Target sequence (Q9NXA8 whole entry, looked up): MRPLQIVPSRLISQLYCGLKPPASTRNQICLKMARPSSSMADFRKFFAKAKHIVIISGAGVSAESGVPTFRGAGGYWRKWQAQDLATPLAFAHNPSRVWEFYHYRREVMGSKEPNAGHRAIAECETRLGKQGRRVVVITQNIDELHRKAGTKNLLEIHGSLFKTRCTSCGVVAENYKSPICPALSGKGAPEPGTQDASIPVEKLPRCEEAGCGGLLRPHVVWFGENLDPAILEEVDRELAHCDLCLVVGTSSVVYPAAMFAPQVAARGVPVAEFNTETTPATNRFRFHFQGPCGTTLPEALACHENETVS
* marks the source's active call; other numbers are inactive results; u = inconclusive; x = not tested or not shown.

SMILES	DENV2 CPE rescue	E-sel inducer	PglD DTNB	ERp5 inh	C2C12 statin	S100A4 inh HTS	SIRT5 inh
Cc1ccc(S(=O)(=O)N(C)C[C@@H]2Oc3ccc(NC(=O)Cc4cn(C)c5ccccc45)cc3C(=O)N([C@H](C)CO)C[C@H]2C)cc1	-6	0.1	4	1	34	-40	4
COc1cc2sc3cc(NCc4ccc(C)o4)ccc3c(=O)c2cc1OC	x	-0.1	-3	-5	x	-1	x
CN(C)c1ccc(/C=C(\NC(=O)c2ccccc2)C(=O)NCCCN2CCOCC2)cc1	6	0.1	0	7	3	3	4
Cn1cc(S(=O)(=O)N2CCCC2)cc1C(=O)N1CCN(c2ccccc2)CC1	-3	x	2	0	-1	-4	7
COc1ccc(N(C)S(=O)(=O)c2cccc(C(=O)Nc3nnc(C)s3)c2)cc1	20	x	-5	2	-1	-6	7
CCOC(=O)C1(c2ccccc2)CCCNC1=O (configuration not stated)	4	0.4	5	-1	-1	-5	x
COc1ccc(-c2cc(C(=O)Nc3ccc(S(=O)(=O)Nc4onc(C)c4C)cc3)c3ccccc3n2)cc1OC	1	4.3	x	-4	x	0	x
O=C(C[C@H]1CC[C@H](NC(=O)Nc2ccc(F)cc2)[C@@H](CO)O1)NCc1ccccn1	11	1.3	-1	3	-2	6	-2
Cc1cc(OCC(=O)Nc2cc(-c3nn4c(C)nnc4s3)ccc2C)ccc1Cl	-6	1.2	2	-9	0	-2	x
O=C(COc1ccc(S(=O)(=O)N2CCCC2)cc1)Nc1ccc2c(c1)OCCO2	-2	x	2	8	13	-4	-1
COCC(=O)N(C)C[C@H]1Oc2cc(-c3ccncc3)ccc2S(=O)(=O)N([C@@H](C)CO)C[C@@H]1C	-11	0.1	3	-3	-6	11	-5
CC(C)CN(C(=O)C1CCCO1)c1c(N)n(CC(C)C)c(=O)[nH]c1=O (configuration not stated)	9	-0.1	x	1	6	0	-1
O=C(COc1ccccc1)NS(=O)(=O)c1ccc(Cl)cc1	-8	-0.7	2	0	13	0	0
Fc1ccc(NC(=S)Nc2cc(-c3ccccc3)[nH]n2)cc1Cl	-4	30*	1	-1	-7	-6	0
CN1C[C@@H]2[C@H](c3ccccc31)[C@@H](CO)N2C(=O)Nc1ccc(F)cc1	u	0.9	0	4	9	21	-1
NC(=O)CSc1nc2c(sc3ccccc32)c(=O)n1CCCC(=O)NCC1CCCO1 (configuration not stated)	-2	x	0	5	x	-4	9
O=C(CCS(=O)(=O)c1ccc(F)cc1)N1CCN(c2ccccc2)CC1	-7	0.0	-2	-5	-2	-1	-2
Cc1ccc(C)c(NC(=O)COC(=O)c2cccc(S(=O)(=O)N3CCCCC3)c2)c1	-1	-0.1	0	-5	6	-7	-2
CCS(=O)(=O)Nc1ccc2c(c1)C(=O)N(C)C[C@H](OC)[C@@H](C)CN(C)[C@@H](C)CO2	-2	0.0	0	-3	-3	-2	-4
C[C@H]1CN([C@@H](C)CO)C(=O)c2c(c3ccccc3n2C)-c2ccccc2CO[C@H]1CN(C)C(=O)Nc1ccc2c(c1)OCO2	-3	0.2	5	-1	19	-15	5

3 entries out of the list, arranged by SMILES length, largest number first.
SMILES	DENV2 CPE rescue	E-sel inducer	PglD DTNB	ERp5 inh	C2C12 statin	S100A4 inh HTS	SIRT5 inh
O=C(C[C@H]1CC[C@H](NC(=O)Nc2ccc(F)cc2)[C@@H](CO)O1)NCc1ccccn1	11	1.3	-1	3	-2	6	-2
O=C(COc1ccc(S(=O)(=O)N2CCCC2)cc1)Nc1ccc2c(c1)OCCO2	-2	x	2	8	13	-4	-1
Fc1ccc(NC(=S)Nc2cc(-c3ccccc3)[nH]n2)cc1Cl	-4	30*	1	-1	-7	-6	0

Random excerpt: two entries already listed, in no set order.
SMILES	DENV2 CPE rescue	E-sel inducer	PglD DTNB	ERp5 inh	C2C12 statin	S100A4 inh HTS	SIRT5 inh
COc1ccc(-c2cc(C(=O)Nc3ccc(S(=O)(=O)Nc4onc(C)c4C)cc3)c3ccccc3n2)cc1OC	1	4.3	x	-4	x	0	x
Cn1cc(S(=O)(=O)N2CCCC2)cc1C(=O)N1CCN(c2ccccc2)CC1	-3	x	2	0	-1	-4	7

(more compounds)
SMILES	DENV2 CPE rescue	E-sel inducer	PglD DTNB	ERp5 inh	C2C12 statin	S100A4 inh HTS	SIRT5 inh
CC(C)C(=O)NNc1ccc(C(F)(F)F)cn1	u	-0.2	10	1	x	3	3
CCC1CCCCN1C(=O)CCc1nnc(Cc2c[nH]c3ccccc23)o1 (configuration not stated)	x	1.3	x	1	x	8	-7
Cc1c(NC(=O)CN2CCCC(C)C2)ccc2nsnc12 (configuration not stated)	-3	3.3	3	-1	2	-2	3
CCOC(=O)N1CCN(c2ccc(N3C(=O)CCCC3=O)cc2[N+](=O)[O-])CC1	4	2.6	2	u	27	2	-2
C[C@@H]1CN([C@@H](C)CO)S(=O)(=O)c2ccc(/C=C/c3ccccc3)cc2O[C@H]1CN(C)C(=O)C1CC1	u	-0.1	-3	9	-9	-29	9
Cc1ccc(Nc2nc(N)c([N+](=O)[O-])c(N3CCOCC3)n2)cc1C	-2	x	-1	1	x	-5	x
O=C(COC(=O)c1cccc(Cl)c1)Nc1cccc(S(=O)(=O)NC2=NCCC2)c1	-1	x	4	-1	8	1	1
O=C(NC(Cc1ccc(O)cc1)C(=O)N=Nc1c(O)[nH]c2ccccc12)c1ccccc1 (configuration not stated)	-3	1.8	x	3	x	-3	2
CCOC(=O)c1c(NC(=O)CSc2c[nH]c3ccccc23)sc2c1CCCC2	10	-0.5	3	-5	12	-5	5
C[C@H](CO)N1C[C@H](C)[C@H](CN(C)C(=O)Cc2ccncc2)Oc2cc(C#CC3CCCCC3)ccc2S1(=O)=O	9	1.9	1	5	54	-21	2
Brc1ccc(-c2nc3c4ccccc4ccn3c2Cc2ccccc2)cc1	7	0.5	x	8	-14	-14	-2
CCNC(=O)C[C@@H]1CC[C@@H]2[C@H](COc3ccc(NC(=O)Nc4ccccc4F)cc3C(=O)N2C)O1	-3	0.0	-1	-53	13	-5	0
CO[C@H]1CN(C)C(=O)c2cc(NC(=O)C3CC3)ccc2OC[C@@H](C)N(C(=O)c2cccnc2)C[C@@H]1C	4	0.0	-1	-6	-4	-6	-7
O=C(CCC(=O)c1cccs1)NNC(=O)c1cccc(Cl)c1	0	0.6	0	4	11	-3	-4
CCn1c(CSc2nnc(-c3ccncc3)n2CCOC)nc2cc(C(=O)O)ccc21	-3	x	2	-3	5	-16	1
CCCCc1ccc(NC(=O)CN(C)CC(=O)Nc2ccccc2Cl)cc1	7	x	-3	1	8	2	3
CNC[C@H]1Oc2c(NS(=O)(=O)c3cn(C)cn3)cccc2C(=O)N([C@H](C)CO)C[C@H]1C	13	0.2	7	7	17	9	x
NNC(=O)CNC(c1ccccc1)c1cc(Cl)ccc1NC(=O)c1ccccc1 (configuration not stated)	-4	x	-6	3	13	-2	8
CCCCN(C)CCCNC(=O)c1cc(-c2cccnc2)nc2ccccc12	5	0.0	-5	-5	19	-1	-6
C[C@H](CO)N1C[C@H](C)[C@@H](CN(C)S(=O)(=O)c2cn(C)cn2)Oc2ccc(NC(=O)CCC(F)(F)F)cc2CC1=O	5	-8.1	0	x	5	x	x

As entered above.
CCOC(=O)c1c(NC(=O)CSc2c[nH]c3ccccc23)sc2c1CCCC2 in DENV2 CPE rescue reads 10
C[C@@H]1CN([C@@H](C)CO)S(=O)(=O)c2ccc(/C=C/c3ccccc3)cc2O[C@H]1CN(C)C(=O)C1CC1 in PglD DTNB reads -3

New compounds follow.
SMILES	DENV2 CPE rescue	E-sel inducer	PglD DTNB	ERp5 inh	C2C12 statin	S100A4 inh HTS	SIRT5 inh
N#C[C@@H]1[C@H](c2ccc(C3=CCCC3)cc2)[C@H](CO)N1C(=O)Cc1ccncc1	7	0.2	-1	3	6	-15	5
Cc1ccc(OCC(=O)c2c[nH]c3ccccc23)c([N+](=O)[O-])n1	1	x	x	-2	x	-2	-2
C[C@H]1CCCCO[C@H](CN(C)CC2CCCCC2)[C@@H](C)CN([C@@H](C)CO)C(=O)c2cc(NS(=O)(=O)c3cn(C)cn3)ccc2O1	-3	0.9	34	1	12	56	-2
O=c1[nH]c(C(Cl)(Cl)Cl)nc2ccc3ccccc3c12	2	0.3	-6	2	x	2	2
Cc1cccc(NC(=O)CNC(=O)[C@H]2O[C@@H](n3ccc(N)nc3=O)[C@H](O)[C@@H]2O)c1C	1	-1.6	2	6	0	-4	-4
COc1ccc(S(=O)(=O)NC(=O)C2(C)CCN2C(=O)Cc2cc(C)cc(C)c2)cc1OC (configuration not stated)	5	-0.7	0	8	3	-5	0
CO[C@H]1CN(C)C(=O)c2ccc(NC(C)=O)cc2OC[C@H](C)N(C(=O)c2ccc(F)cc2)C[C@H]1C	-8	-0.1	1	0	-9	-5	8
COc1ccc(N2CCN(C(CNC(=O)C(=O)NCCCn3ccnc3)c3cccnc3)CC2)cc1 (configuration not stated)	12	-0.1	x	3	x	-1	0
O=C(NN1CCOCC1)NC12CC3CC(CC(C3)C1)C2	-3	0.2	x	4	x	1	2
COc1ccccc1N1C(=O)c2ccc(C(=O)Nc3ccc(F)cc3)cc2C1=O	-7	-0.2	0	1	6	-2	-1
COc1ccc(OC)c(NC(=O)C2CCCN2C(=O)NC2CCCCC2)c1 (configuration not stated)	-2	x	4	3	14	1	0
COc1cc(OC)cc(-c2nc(=S)n3ccsc3n2)c1	2	x	x	4	x	-2	-1
C/C(=N\NC(=O)CN(c1ccc(Oc2ccccc2)cc1)S(C)(=O)=O)C(C)(C)C	-5	0.4	x	0	x	-1	-4
C[C@H]1CN([C@@H](C)CO)C(=O)c2cccc(NC(=O)C3CC3)c2O[C@@H]1CN(C)Cc1ccc(C(F)(F)F)cc1	-4	-0.3	-3	10	31	-10	-2
CC(=O)NC1C(OC(=O)/C=C/c2ccccc2)OC(COC(C)=O)C(OC(C)=O)C1OC(C)=O (configuration not stated)	-1	x	-5	-1	2	-8	-2
COc1ccc(-c2csc(C)n2)cc1Br	-3	8.7	4	-1	1	0	1
O=C(NC1CCCC1)c1cccnc1N1CCCCCC1	1	x	-2	-1	15	0	-1
COCC(=O)Nc1ccc2c(c1)OC[C@@H](C)N(Cc1cc(F)ccc1F)C[C@@H](C)[C@@H](OC)CN(C)C2=O	31*	0.0	0	-6	19	8	3
CSc1ccccc1NC(=O)CCc1ccccc1	0	0.3	-2	2	16	-6	2
COc1ccc(CN(C)C[C@H]2OCCCC[C@@H](C)Oc3ccc(NS(=O)(=O)c4ccc(OC)cc4)cc3C(=O)N([C@H](C)CO)C[C@H]2C)cc1	1	-0.3	x	-3	x	-49	2

Among those listed so far, these contain an aryl thioether with sulfur outside any ring:
SMILES	DENV2 CPE rescue	E-sel inducer	PglD DTNB	ERp5 inh	C2C12 statin	S100A4 inh HTS	SIRT5 inh
NC(=O)CSc1nc2c(sc3ccccc32)c(=O)n1CCCC(=O)NCC1CCCO1 (configuration not stated)	-2	x	0	5	x	-4	9
CCOC(=O)c1c(NC(=O)CSc2c[nH]c3ccccc23)sc2c1CCCC2	10	-0.5	3	-5	12	-5	5
CCn1c(CSc2nnc(-c3ccncc3)n2CCOC)nc2cc(C(=O)O)ccc21	-3	x	2	-3	5	-16	1
CSc1ccccc1NC(=O)CCc1ccccc1	0	0.3	-2	2	16	-6	2

An excerpt; count on the stated rates, not on these rows.
